Vif-APOBEC3F blk: Vif-A3F binding inhibition; 390,000 tested, 0.2% active; HeLa A3F-eYFP + Vif (tagged APOBEC3F with the HIV-1 protein that degrades it), YFP fluorescence increase; AID 602313; Potency, µM (titrated, usually from 46.1 µM), for inactives: at the top dose activity, negative = active; also: potency is read from the fitted curve at half-maximal effect; % of control where 0% means no effect; nearly all actives have a fitted effect of over 65% in size
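Fluorescence increase (Ex 488/Em 500-530) after overnight compound treatment at 37 deg C flags inhibition of Vif-driven A3F-eYFP loss in stable HeLa A3F-eYFP/Vif cells seeded overnight beforehand.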
RXFP1 ag: activates the human relaxin receptor RXFP1 | HEK293T-RXFP1 cAMP TR-FRET, 30 min; response scale: percent of porcine relaxin response, buffer zero | Potency, µM (highest dose often 57.5 µM), inactives show at the top dose activation, actives largely listed as activators | 370,000 tested, 0.3% active | AID 2676; also: potency is read from the fitted curve at half-maximal effect; % is scaled to controls: 0 for no effect and ±100 for the full control effect; nearly all actives have a fitted effect of over 60% in size; many of its hits are not listed in these tables
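cAMP rise read by TR-FRET after 30 min, 37C compound exposure (up to 58 uM) in RXFP1-transfected HEK293 cells with Ro 20174 present. EC50 from Hill-equation fits, with 29 nM porcine relaxin as 100% and buffer as basal.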
GRP78 ERSR act: inducers of ER stress response in human glioma cells | U87-MG GRP78 promoter luciferase reporter, 16 h | Potency, µM, for the others: at the highest dose activation, hits mostly activators | 420,000 tested, 0.02% active; also: potency is read from the fitted curve at half-maximal effect; series mostly up to about 76 µM; % of control where 0% means no effect; nearly all actives have a fitted effect of over 35% in size
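Stably transfected U87-MG human glioma cells carrying a GRP78-based luminescent sensor were seeded at 1000 cells/well, pin-dosed with compounds and incubated 16 h. Luciferase reagent was then added, and end-point luminescence was read after 10 min at room temperature.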
D1 PAM: enhances dopamine response at the human D1 receptor | P21728 | HEK293 TREx D1 cells, calcium flux, dopamine EC20 potentiation | potentiation, % at 10 µM | 360,000 tested, 0.036% active; in the data active = potentiation above about 30%; also: 0% is about no effect
RXFP1 antag: antagonists of human relaxin receptor RXFP1; HEK293-RXFP1, relaxin-stimulated cAMP HTRF, 30 min; stronger effect = lower value; activity change, negative = inhibition, % at 57.5 µM; AID 1259400; Q9HBX9; 350,000 tested, 0.59% active;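 active = activity change of -60% or lower, but not beyond a set lower limit; inconclusive = change between -60% and -40%, or beyond the set limit; inactive = change above -40%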; also: % is scaled to controls: 0 for no effect and ±100 for the full control effect
D1 agonist: agonists of human D1 dopamine receptor; P21728; HEK293 T-REx D1 cells, calcium flux, agonist mode; activation, % at 2 µM; 360,000 tested, 1% active; AID 504660; in the data active = activation above about 30%; also: 0% is about no effect
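Agonism was scored from calcium flux recorded over 180 s (1 read/s) after pintool compound addition, following a 10-cycle baseline. Cells were inducible force-coupled HEK293 TREx D1, plated overnight at 30 C and loaded with no-wash calcium dye.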
D1 antagonist: antagonists of human D1 dopamine receptor. HEK293 TREx D1 cells, calcium flux, dopamine EC80; stronger effect = lower value. 360,000 tested, 3.2% active. activity change, negative = inhibition, % at 10 µM; in the data active = activity change below about -30%; also: % is scaled to controls: 0 for no effect and ±100 for the full control effect
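Antagonism measured as reduced calcium response to an EC80 dopamine addition following 180 s compound pre-read; cells were inducible HEK293 Trex D1 plated overnight at 30 C, read kinetically at 1 cycle/sec.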
D2 PAM: D2 dopamine receptor (human) potentiation; P14416; HEK293 T-REx D2, calcium flux, EC20 dopamine potentiation; potentiation, % at 10 µM; AID 485347; 340,000 tested, 0.34% active;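 active = potentiation over 3 SD above the plate norm, cut at about 30% in these data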; also: 0% is about no effect
Target sequence (P14416 whole entry, looked up): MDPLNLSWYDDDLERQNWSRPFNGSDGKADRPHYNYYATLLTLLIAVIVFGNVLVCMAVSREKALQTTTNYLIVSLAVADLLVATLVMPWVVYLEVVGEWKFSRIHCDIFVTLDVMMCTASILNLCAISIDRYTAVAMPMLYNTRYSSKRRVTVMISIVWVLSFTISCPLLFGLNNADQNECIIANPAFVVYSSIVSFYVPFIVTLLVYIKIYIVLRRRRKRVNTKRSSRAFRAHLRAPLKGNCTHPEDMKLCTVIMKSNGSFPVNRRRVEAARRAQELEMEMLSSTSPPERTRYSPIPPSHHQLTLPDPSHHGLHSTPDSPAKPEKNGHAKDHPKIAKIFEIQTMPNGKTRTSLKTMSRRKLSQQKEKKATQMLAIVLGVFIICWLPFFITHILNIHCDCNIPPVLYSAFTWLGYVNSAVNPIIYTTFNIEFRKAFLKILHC
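Potentiation of an EC20 dopamine calcium response is measured in a force-coupled, tetracycline-inducible Hek293 Trex D2 line. Compound-only kinetic reads over 180 s flag agonists before dopamine addition.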
Vif-APOBEC3G blk: Vif-A3G binding inhibition | Q9HC16 | HeLa A3G-eYFP + Vif (tagged APOBEC3G with the HIV-1 protein that degrades it), YFP fluorescence, overnight | Potency, µM (highest dose often 46.1 µM), without a hit: at the highest dose activity, negative = active, hits mostly inhibitors | 410,000 tested, 0.076% active;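 also: potency is read from the fitted curve at half-maximal effect; % is scaled to controls: 0 for no effect and ±100 for the full control effect; nearly all actives have a fitted effect of over 60% in size; hits raise eYFP signal because A3G escapes Vif-driven loss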
Target sequence (Q9HC16 whole entry, looked up): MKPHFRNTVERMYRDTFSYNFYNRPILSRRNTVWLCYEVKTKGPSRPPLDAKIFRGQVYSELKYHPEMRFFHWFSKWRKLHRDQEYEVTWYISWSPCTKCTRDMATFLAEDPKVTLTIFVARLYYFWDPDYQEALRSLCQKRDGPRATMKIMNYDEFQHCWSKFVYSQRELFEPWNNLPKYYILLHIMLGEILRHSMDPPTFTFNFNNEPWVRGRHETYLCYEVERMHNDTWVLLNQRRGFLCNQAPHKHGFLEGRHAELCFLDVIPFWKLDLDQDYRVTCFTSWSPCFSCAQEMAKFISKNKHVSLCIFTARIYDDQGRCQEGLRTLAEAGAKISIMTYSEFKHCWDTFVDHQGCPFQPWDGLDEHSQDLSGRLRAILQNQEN
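HeLa cells stably expressing Vif and C-terminally eYFP-tagged A3G, seeded overnight at 37 deg C, then exposed to compound by pintool overnight at 37 deg C. Rise in yellow fluorescence (Ex 488/Em 500-530, Acumen) marks blocked Vif-driven A3G degradation.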
Starred values were filed as active, the others as inactive; ? = inconclusive; nt = not tested or not shown; & = joins results of further samples. Unless noted, calls follow the shape of the dose curve; as a rule, active = well fitted curve in the direction sought with a large enough effect; inconclusive = small, poorly fitted or top-dose-only effect, or another doubt; inactive = no such curve, though single readings can be large; an effect the other way counts as inactive or inconclusive. Some of the compounds tested (hit frequency here may not be typical).

SMILES	Vif-APOBEC3F blk	RXFP1 ag	GRP78 ERSR act	D1 PAM	RXFP1 antag	D1 agonist	D1 antagonist	D2 PAM	Vif-APOBEC3G blk
CCc1nc(CN2CCN(c3cc(C(F)(F)F)ccn3)CC2)c(C)[nH]1	10%	-4.3%	-4%	-4	-3	7	-19	9	1%
N#Cc1ccc(C(=O)N2CCN(S(=O)(=O)c3ccc(Br)s3)CC2)cc1	1%	0.1%	-3%	-7	-6	4	-28	7	-2%
CCCC(=O)Nc1ccc(NC(=O)c2ccccc2)nc1	11%	-1.0%	-13%	-8	-3	0	2	-9	-1%
Cc1cc(-c2nnc(CCC(=O)N(C)Cc3ccsc3)o2)no1	-1%	-0.5%	0%	1	-1	2	10	10	5%
COc1ccc2oc(=N)c(C(=O)Nc3ccccc3)cc2c1	-17%	-1.0%	4%	1	0	2	-2	0	-2%
CCN(CC(=O)NCc1ccc2c(c1)OCO2)S(=O)(=O)c1ccc(F)cc1	1%	-3.4%	-4%	5	-8	1	1	12	6%
CCC1CCCCN1CCCNC(=O)Cn1ncc2c([nH]c3ccc(C)cc32)c1=O (stereo not drawn)	1%	8.5%	-7%	-1	-19	0	5	6	-2%
CCCNc1cc(=S)nc(N)[nH]1	6%	4.8%	0%	0	12	3	29	-5	-9%
CN(CC(=O)Nc1cccc(F)c1)C(=O)c1ccc(COc2ccccc2)o1	6%	-0.1%	-1%	-4	-2	8	0	4	1%
COc1ccccc1C(=O)Nc1cccc(NC(C)=O)c1	0%	0.7%	2%	-4	-5	0	-13	2	1%
Cn1c(SCC(=O)N2c3ccccc3CCc3ccccc32)nnc1-c1ccc(O)cc1	-1%	-2.3%	-5%	8	12	6	6	1	-4%
C#CCN(C[C@H]1[C@H](OC(=O)NC2CCCC2)[C@H](OC(=O)NC2CCCC2)C[C@@H](C(=O)OC)[C@H]1C(=O)OC)S(=O)(=O)c1ccc(C)cc1	-26%	nt	2%	nt	5	nt	nt	nt	-7%
Cc1ccc(-c2cc(C(=O)NC3CCN(Cc4ccccc4)CC3)c3ccccc3n2)cc1	2%	0.4%	-1%	-4	-17	-2	20	-22	-4%
COc1cc(C2c3c(-c4c(C)cc(C)cc4O)n[nH]c3C(=O)N2CCO)cc(OC)c1OC (stereo not drawn)	nt	-0.3%	nt	-1	-1	1	9	12	nt
CN1C(=O)C2C3c4ccccc4C(c4ccccc43)[C@@H]2C1=O (stereo partly drawn)	-6%	3.0%	-1%	13	0	4	31	3	-1%
Cc1cc(C)n(-c2nc3sc4c(c3c3nnc(SCC(N)=O)n23)CC(C)(C)OC4)n1	-2%	2.5%	-1%	-1	-2	1	-10	4	0%
Cc1cc(O)ccc1NC(=O)Cc1cccc2ccccc12	9%	nt	-2%	nt	-2	nt	nt	nt	-9%
C[C@@H]1CN([C@@H](C)CO)C(=O)c2cc(Br)cnc2O[C@H]1CN(C)Cc1cccc(C(=O)O)c1	-4%	nt	-4%	nt	6	nt	nt	nt	4%
CNC(=O)C1CCC(Cn2c(=O)c3sccc3n(Cc3ccc(F)cc3)c2=O)CC1 (stereo not drawn)	-4%	-1.0%	-2%	-5	-8	3	-3	-11	1%
O=C(NCCc1ccc(Cl)cc1)c1ccc(CSCc2ccccc2Cl)o1	8%	6.6%	-4%	-2	-25	31*	-20	-1	5%
CC(=O)c1cccc(NC(=O)Cn2nc(-c3ccccc3Cl)ccc2=O)c1	-26%	0.4%	-4%	-7	-16	9	6	6	-4%
CC(C)(C)NC(=O)NC(=O)CN1CCN(c2ccc(O)cc2)CC1	14%	-0.7%	-4%	-2	5	2	4	2	1%
CCC(C)Sc1cc(-c2nc3ccccn3c2NC2CCCCC2)ccc1OC (stereo not drawn)	?	18%	-5%	-5	nt	3	38	15	-24%
Cc1nnc(NC(=O)c2cccc(S(=O)(=O)N3CCOCC3)c2)s1	-8%	5.2%	-2%	3	-8	-3	4	1	1%

Structural class, those above containing an aryl thioether with sulfur outside any ring (three)
SMILES	Vif-APOBEC3F blk	RXFP1 ag	GRP78 ERSR act	D1 PAM	RXFP1 antag	D1 agonist	D1 antagonist	D2 PAM	Vif-APOBEC3G blk
Cn1c(SCC(=O)N2c3ccccc3CCc3ccccc32)nnc1-c1ccc(O)cc1	-1%	-2.3%	-5%	8	12	6	6	1	-4%
Cc1cc(C)n(-c2nc3sc4c(c3c3nnc(SCC(N)=O)n23)CC(C)(C)OC4)n1	-2%	2.5%	-1%	-1	-2	1	-10	4	0%
CCC(C)Sc1cc(-c2nc3ccccn3c2NC2CCCCC2)ccc1OC (stereo not drawn)	?	18%	-5%	-5	nt	3	38	15	-24%

The results go on.
SMILES	Vif-APOBEC3F blk	RXFP1 ag	GRP78 ERSR act	D1 PAM	RXFP1 antag	D1 agonist	D1 antagonist	D2 PAM	Vif-APOBEC3G blk
O=C(NC1(C(=O)O)CCCC1)c1ccccc1	-8%	nt	-3%	nt	2	nt	nt	nt	0%
CCS(=O)(=O)c1ccc2oc(SCC(=O)NCCc3ccc(F)cc3)nc2c1	?	3.6%	-5%	-6	9	2	nt	5	2%
COc1ccc(C2/C=C\CN(S(=O)(=O)c3ccc4ccccc4c3)CC(=O)N2Cc2ccc(F)cc2)cc1 (stereo not drawn)	-6%	-7.0%	-4%&-2%	0	nt	12	-1	5	1%&-4%
Cc1c(Br)c(=O)oc2c(Br)c(O)ccc12	-9%	13%	-4%	-3	-2	3	5	8	1%
COc1ccc(CN(C2CCCC2)S(=O)(=O)c2ccc(-n3cnnn3)cc2)cc1OC	6%	0.3%	-6%	-8	0	0	3	-2	2%
CC(=O)NC(=O)c1ccc(-c2ccc(Cl)cc2)o1	5%	3.7%	-1%	-8	-2	1	-1	7	-7%
CC(OC(=O)c1ccc(Cl)nc1)C(=O)N1CCc2ccccc21 (stereo not drawn)	?	0.0%	-1%	0	-2	0	17	4	0%
Cc1c(NC(=S)NC(=O)c2sc3ccccc3c2Cl)cccc1C(=O)O	0%	12%	2%	14	-2	0	9	-1	-3%
Clc1ccc(Cn2ccc(-c3ccc4c(c3)OCO4)n2)cc1Cl	-2%	0.4%	1%	-4	-9	18	-8	-4	-1%
Cc1cc(C(=O)COc2ccccc2Cl)c(C)n1C1CC1	0%	-1.3%	4%	-3	-9	0	-10	10	0%
CCOc1ccc(S(=O)(=O)c2cn(C)c3ccccc3c2=O)cc1	5%	4.0%	-4%	3	-3	5	-10	6	-5%
CCC(C)(C)NC(=O)C(c1ccc(OC)cc1)N(Cc1ccccc1)C(=O)CCC(=O)Nc1cc(C)on1 (stereo not drawn)	0%	-1.1%	-2%	5	-12	3	3	nt	-1%
CCc1ccc(CNC(=O)CCN2C(=O)COc3ccccc32)cc1	-10%	-0.9%	-1%	0	5	-3	4	1	5%
COc1ccc(SC[C@H](Cc2ccccc2)N2CCN(C)CCC2=O)cc1	2%	-2.6%	-2%	-2	nt	5	16	-7	0%
CCCCCn1c(C(C)NC(=O)c2ccccc2)nc2ccccc21 (stereo not drawn)	2%	-4.3%	-2%	1	nt	3	-7	-18	2%
Cc1nn(Cc2ccc(Cl)cc2)c(C)c1N	1%	0.0%	-4%	3	0	-1	4	12	-4%
CC(C)(C)c1ccc(/C=N/OCC(=O)NCc2ccc(F)cc2)cc1	?	-0.3%	-7%	-4	-26	10	-8	3	?
CN(C)/C=C(/C(=O)c1ccccc1Cl)S(=O)(=O)c1ccccc1	3%	nt	2%	nt	5	nt	nt	nt	-5%
O=C(NCc1ccco1)c1cc2nc(-c3cccs3)cc(C(F)(F)F)n2n1	-2%	1.6%	-2%	-1	21	1	-2	11	-8%
O=C(Cn1cc(C(F)(F)F)cc(Cl)c1=O)NCCc1ccccc1	-4%	1.0%	-2%	-3	nt	2	3	-2	1%
Cc1nnc(NC(=O)c2cccc(S(=O)(=O)N3CCc4ccccc43)c2)s1	nt	-2.6%	-15%	0	-2	0	nt	12	-1%
O=C1OC(c2cccc([N+](=O)[O-])c2)C2(CCCC2)C(=O)C12CCCCC2 (stereo not drawn)	-3%	-2.7%	-6%	3	-19	5	-8	10	-6%
Cc1ccc(C)c(OCCCCN2CCCCC2)c1	-7%	1.7%	7%	-7	-6	3	-16	-25	0%
CCN(CC)CCNC(=O)C(=O)Nc1ccc(C(=O)OC)cc1	-3%	3.2%	1%	-12	-4	1	-1	-1	1%
CCOc1ccc(N2CC(c3nc4ccccc4n3CCOc3ccccc3OC)CC2=O)cc1 (stereo not drawn)	-1%	-5.7%	1%	-1	-26	3	-3	1	-6%
COc1cc(OC)c(NC(=O)N2CCCn3nc(C)cc32)cc1Cl	2%	-1.5%	-3%	-2	-10	3	6	3	2%
Cn1c(SCC(=O)NNC(=O)Nc2ccc(Cl)cc2)nnc1-c1ccccc1	-1%	1.2%	-5%	-1	7	1	-2	-1	-8%
Cc1ccc(Nc2n[nH]c(C)c2[N+](=O)[O-])c(C)c1	2%	0.0%	5%	2	4	-2	-16	9	-31%
COc1ccc(-n2c(-c3cc(-c4ccccc4)sc3N)n[nH]c2=S)cc1	-17%	-2.8%	-2%	-4	-34	4	10	25	?
Cc1ccccc1OCC(=O)NNC(=O)Nc1ccc(Cl)cc1	nt	0.5%	-4%	4	6	0	6	-16	?
N=C1C(c2nc3ccccc3[nH]2)=C(O)CN1C1CCCCC1	7%	-0.3%	0%	-4	-8	1	-10	-10	-1%
Cn1c(=O)n(C)c2cc(N3CCCCC3)c(NC(=O)c3ccc(C(C)(C)C)cc3)cc21	-4%	-0.9%	-2%	1	1	3	-8	14	2%
Cc1ccc(CC(=O)Nc2nnc(-c3ccc(F)cc3)o2)c(C)c1	-1%	-1.0%	-4%	-7	1	1	20	6	0%
Cc1nc2cc(C(=O)O)ccc2n1-c1ccc(F)cc1F	-2%	-0.1%	-6%	-4	-10	2	25	nt	3%
CCn1c(CSc2nnc3ccccn23)nc2cc(C(=O)O)ccc21	-6%	0.1%	-7%	-2	0	2	7	-2	0%
CC(=O)N/C(=C\c1ccc(F)cc1)C(=O)NC(Cc1ccccc1)C(=O)O (stereo not drawn)	-11%	2.8%	-4%	-4	2	2	-3	0	1%
COc1ccccc1N1CCN(S(=O)(=O)c2cccs2)CC1	2%	0.2%	0%	-2	3	1	nt	10	0%
